EPAC1 antag: antagonists of human EPAC1. O95398. EPAC1 GEF assay, Rap1b-BODIPY-GDP exchange fluorescence. Potency, µM (top dose mostly 115 µM), without a hit: at the top dose activity change, negative = inhibition, usual class: inhibitors. hit rate 0.14% among 360,000;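 note: potency is the fitted concentration of half-maximal effect; plate controls were vehicle for no effect and positive control for full effect; nearly all actives have a fitted effect of over 50% in size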
PLK1 PBD block: inhibitors of human PLK1 polo-box domain binding | Potency, µM, inactives show max response, negative = inhibition, hits mostly inhibitors | P53350 | Plk1 PBD binding of FITC phosphopeptide, fluorescence polarization | hit rate 2.8% among 360,000; note: potency is the fitted concentration of half-maximal effect; series mostly up to about 57 µM; % is set by controls: 0 for no effect and ±100 for the full control effect; nearly all actives have a fitted effect of over 65% in size
IL-2 act: activates IL-2 in a cell-based reporter assay. IL-2 activation reporter assay, cell-based qHTS; stimulated with anti-CD3/CD4/CD28 beads; in transgenic mouse T cells. activation, % (series mostly up to about 46 µM). hit rate 0.065% among 360,000. AID 652025; in the data active = activation above about 50%; inconclusive = mostly about 30% to 49%; note: 0% is about no effect
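Unstimulated transgenic mouse T cells, 750 per well, received compound and, after 60 minutes, anti-CD3/anti-CD4 bead plus anti-CD28 stimulation. EGFP and DsRed were quantified after 18 hours.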
WRN helicase inh: blocks human WRN helicase; WRN helicase unwinding, fluorescent forked duplex, kinetic; Potency, µM (highest dose often 114 µM), without a hit: at the top dose activity change, negative = inhibition, usual class: inhibitors; hit rate 0.46% among 360,000; Q14191; note: potency is the fitted concentration of half-maximal effect; % is set by controls: 0 for no effect and ±100 for the full control effect; nearly all actives have a fitted effect of over 55% in size
Target sequence (Q14191 whole entry, looked up): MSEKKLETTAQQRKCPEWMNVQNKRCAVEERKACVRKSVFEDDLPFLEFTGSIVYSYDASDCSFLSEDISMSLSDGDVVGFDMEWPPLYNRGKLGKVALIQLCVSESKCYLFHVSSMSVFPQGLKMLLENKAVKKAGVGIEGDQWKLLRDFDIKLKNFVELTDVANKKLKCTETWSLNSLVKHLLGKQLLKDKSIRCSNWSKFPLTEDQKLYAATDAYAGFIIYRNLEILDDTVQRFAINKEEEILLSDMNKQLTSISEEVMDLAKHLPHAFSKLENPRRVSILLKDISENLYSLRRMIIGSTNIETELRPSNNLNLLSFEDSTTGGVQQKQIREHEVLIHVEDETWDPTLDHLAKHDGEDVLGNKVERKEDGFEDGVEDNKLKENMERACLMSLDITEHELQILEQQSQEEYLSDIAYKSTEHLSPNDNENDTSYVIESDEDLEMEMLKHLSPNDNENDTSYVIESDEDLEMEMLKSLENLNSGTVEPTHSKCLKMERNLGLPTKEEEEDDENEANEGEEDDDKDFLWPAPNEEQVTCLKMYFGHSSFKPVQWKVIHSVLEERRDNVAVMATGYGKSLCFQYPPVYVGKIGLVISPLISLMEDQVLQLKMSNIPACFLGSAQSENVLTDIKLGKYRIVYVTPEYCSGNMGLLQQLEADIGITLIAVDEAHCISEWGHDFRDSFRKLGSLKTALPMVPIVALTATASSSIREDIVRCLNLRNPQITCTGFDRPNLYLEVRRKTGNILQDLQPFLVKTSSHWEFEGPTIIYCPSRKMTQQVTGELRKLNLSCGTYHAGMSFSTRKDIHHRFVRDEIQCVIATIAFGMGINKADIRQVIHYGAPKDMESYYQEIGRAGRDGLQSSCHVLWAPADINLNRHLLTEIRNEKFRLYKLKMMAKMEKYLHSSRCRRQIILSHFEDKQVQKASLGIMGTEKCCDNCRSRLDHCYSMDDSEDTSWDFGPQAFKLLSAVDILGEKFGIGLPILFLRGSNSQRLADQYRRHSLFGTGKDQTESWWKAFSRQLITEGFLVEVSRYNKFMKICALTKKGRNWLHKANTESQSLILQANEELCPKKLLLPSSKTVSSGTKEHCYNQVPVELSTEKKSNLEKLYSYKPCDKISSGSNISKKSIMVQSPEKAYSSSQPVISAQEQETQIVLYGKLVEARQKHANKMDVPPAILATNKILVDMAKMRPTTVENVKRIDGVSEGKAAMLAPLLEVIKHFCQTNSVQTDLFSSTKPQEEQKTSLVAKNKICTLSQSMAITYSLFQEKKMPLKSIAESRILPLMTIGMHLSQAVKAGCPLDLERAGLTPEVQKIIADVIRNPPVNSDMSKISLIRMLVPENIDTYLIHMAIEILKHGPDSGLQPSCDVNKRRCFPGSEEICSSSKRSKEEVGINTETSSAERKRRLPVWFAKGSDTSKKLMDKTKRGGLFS
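Primary qHTS, 1536-well format. 20 nM WRN + compound, 15 min RT; start with 100 nM forked fluorophore/quencher duplex, 2 mM ATP (final); kinetic read ex 525/em 598 nm.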
FUS suppressor: FUS proteinopathy suppression in yeast | S. cerevisiae FUS-expressing, growth rescue, OD600, 24 h | Potency, µM (top dose mostly 76.6 µM), for inactives: at the highest dose growth rescue (activation), usual class: activators | hit rate 0.24% among 390,000 | AID 1347120;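 note: potency is the fitted concentration of half-maximal effect; plate controls were DMSO vehicle for no effect and reference control for full effect; nearly all actives have a fitted effect of over 55% in size; some results filed as inactive show a strong effect at the top dose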
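Yeast FUS proteinopathy model; galactose-induced FUS (2%), starting OD 0.005. Cpds in dilution series, 24hr, 30C, 99% humidity. Abs 600 nm growth. Pos ctrl CP55940 (top 92uM final); neg ctrl DMSO.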
EPAC1 ag: agonists of human EPAC1 | AID 720707 | EPAC1 agonist qHTS, biochemical assay; response scale: 100% = response to 6.5 mM cAMP | Potency, µM (highest dose often 154 µM), without a hit: at the top dose activation, most hits filed as activators | O95398 | hit rate 0.073% among 360,000; note: potency is the fitted concentration of half-maximal effect; nearly all actives have a fitted effect of over 60% in size
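Nucleotide exchange by EPAC1 (100 nM) on Rap1B–BODIPY-GDP (250 nM) in the presence of 50 uM GDP is tracked fluorescently at 480/540 nm over 30 min. Signals are normalized to a 6.5 mM cAMP control.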
aSyn yeast inh: rescues yeast growth from alpha-synuclein toxicity. Yeast expressing alpha-synuclein, growth rescue, BacTiter-Glo, 24 h. Potency, µM (doses to about 46.1 µM), for inactives: top-dose growth rescue (activation), most hits filed as activators. hit rate 0.14% among 370,000. AID 652106; note: potency is the fitted concentration of half-maximal effect; % of control where 0% means no effect; nearly all actives have a fitted effect of over 65% in size
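Galactose-induced alpha-syn yeast (OD600=0.02, raffinose-pregrown) + pinned cpd, 24 hr, 30 deg C; growth by BacTiter-Glo luminescence. Growth restoration scores as activation.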
Abeta yeast res: compounds reversing amyloid beta toxicity in yeast; yeast expressing A-beta42, growth rescue, OD600, 48 h; response scale: 0% DMSO, 100% iron-clioquinol control; AID 1347071; hit rate 0.063% among 410,000; Potency, µM (top dose mostly 46.1 µM), for the others: top-dose growth rescue, hits mostly activators; note: potency is the fitted concentration of half-maximal effect; nearly all actives have a fitted effect of over 55% in size
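Growth rescue measured by 600 nm absorbance after 48 h yeast culture at 30 C with compound. Values normalized between DMSO and an equimolar ferric chloride plus clioquinol control.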
PI5P4Ka inh: blocks human PI5P4K alpha kinase activity | PI5P4Kalpha enzyme, ADP-Glo luminescence, 60 min; hits give low values | max response, % | hit rate 1.2% among 330,000 | AID 652105; active = max response of -50% or lower; inconclusive = between -30% and -50%; inactive = -30% or higher; note: value at the top dose of about 77 µM; % is set by controls: 0 for no effect and ±100 for the full control effect
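qHTS, 1536-well: enzyme/substrate mix, compound by pin tool, 5 microM ATP final; RT 60 min; ADP-Glo reagents 1 (45 min) then 2 (30 min); luminescence.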
The depositor's hits bear a star; ? = inconclusive; . = not tested or not shown; [ ] = remark or other dose. Unless noted, calls come from the whole dose curve; as a rule, active = well fitted curve in the direction sought with a large enough effect; inconclusive = small, poorly fitted or top-dose-only effect, or another doubt; inactive = no such curve, though single readings can be large; an effect the other way counts as inactive or inconclusive. Random draw from the library; overall some 4.1% were active at least once.

Each structure is followed by: EPAC1 antag	EPAC1 ag	FUS suppressor	aSyn yeast inh	IL-2 act	PI5P4Ka inh	Abeta yeast res	WRN helicase inh	PLK1 PBD block
> COc1ccc(NC(=O)CN2CCC(C(N)=O)CC2)cc1
 : 5%	-3%	24%	-8%	-1.1	-7	-4%	-2%	-4%
> COC(=O)c1ccc(NC(=S)NC2CC2)cc1
 : -13%	1%	-29%	-9%	-4.1	-2	1%	7%	-15%
> C[C@H]1COc2cccc(N(C)CCO)c2S(=O)(=O)N1
 : -5%	8%	-19%	1%	0.5	2	-9%	4%	-3%
> Cc1ccc2c(Cl)c(Cc3ccccc3)c(=S)[nH]c2n1
 : -5%	-3%	5%	-2%	-2.2	-7	-6%	-15%	?
> Cc1c(C(=O)N(Cc2ccccc2)C(C)C)cnn1-c1ccccc1
 : -8%	-2%	3%	13%	-0.4	-7	11%	6%	-2%
> S=C(N/N=C/c1ccc2ncccc2c1)Nc1cccnc1
 : -1%	3%	-4%	1%	1.9	-2	-3%	-7%	4%
> O=C(NCCCc1ccccc1)C1CC1
 : -30%	2%	-8%	-3%	-2.9	0	7%	-3%	4%
> CCCN(CCC)Cc1cc2ccccc2c2c1COC2
 : 3%	5%	31%	0%	-0.9	-9	-4%	-6%	-6%
> CC(=O)Nc1cc(-c2nc3ccccc3o2)ccc1Cl
 : -26%	3%	-15%	1%	-0.4	2	-6%	-7%	2%
> O=C1C=C(c2ccc(-c3ccccc3)cc2)C[C@@H](c2ccc(Cl)cc2)C1
 : 6%	-2%	-17%	-2%	3.9	7	5%	-4%	-4%
> O=C(NC(=S)NCCCN1CCOCC1)c1ccc([N+](=O)[O-])cc1
 : -2%	-6%	0%	-5%	0.1	-4	-8%	2%	-1%
> COc1cc(NC(=S)N2CCC(C(N)=O)CC2)cc(OC)c1
 : -7%	10%	15%	2%	-0.7	1	0%	-3%	?
> Cc1cc(C(=O)CN2C(=O)C(=O)N(Cc3ccco3)C2=O)c(C)n1CCc1ccccc1
 : -3%	13%	.	13%	-1.3	-27	0%	-1%	4%
> Cc1cccc(CCNS(=O)(=O)c2ccc(S(=O)(=O)N3CCCCC3)cc2)c1
 : 1%	0%	-5%	-11%	-1.6	.	-7%	-1%	-7%
> CC(C)c1cc(C(=O)N2CCCC(Nc3ccc(F)cc3)C2)n[nH]1 (stereo unspecified)
 : -10%	0%	.	-2%	-3.6	-6	-9%	-24%	-14%
> Oc1ccc(Cl)cc1-c1cc(C(F)(F)C(F)F)nc(-c2ccccc2)n1
 : 3%	-11%	18%	-3%	-3.5	15	-5%	0%	-8%
> CCOC(=O)c1c(-c2ccccc2)csc1NC(=O)C(C)NCCCN1CCOCC1 (stereo unspecified)
 : -13%	-3%	-8%	-3%	-1.0	2	-17%	3%	-4%
> Cc1ccc(NC(=O)c2ccc(CSc3ccccn3)cc2)cc1
 : 0%	2%	-2%	-8%	-0.3	-6	11%	-12%	?
> CCCC(=O)NC(=S)Nc1cccc(NC(=O)c2ccccc2Cl)c1
 : -7%	-4%	11%	5%	-2.2	2	-8%	-19%	-3%
> CCc1nc(Nc2ccccc2)c2oc3ccccc3c2n1
 : 2%	1%	-4%	.	1.5	2	-4%	-8%	2%
> COc1ccc(OC)c(N=C(N)N=C(N)N)c1
 : ?	-1%	-6%	5%	-1.9	1	-6%	-10%	-11%
> CCOC(=O)c1oc2cc(O)ccc2c(=O)c1-c1csc(C)n1
 : 2%	3%	8%	-1%	-0.2	-3	2%	-1%	-15%
> C=CCN1C2CCCC1CC(NC(=S)Nc1ccc(Cl)cc1)C2 (stereo unspecified)
 : -8%	-10%	-34%	8%	0.3	1	0%	0%	4%
> COC(=O)c1cc(Cl)c(NC(=O)c2ccc(C(C)(C)C)cc2)cc1OC
 : 1%	-5%	38%	20%	-2.1	.	-2%	-10%	2%
> CC1Cc2cc(S(=O)(=O)N3CCC(C(=O)N(C)Cc4ccco4)CC3)ccc2N1C(=O)C1CCC1 (stereo unspecified)
 : -6%	6%	29%	-6%	-0.2	2	-12%	-1%	0%
> COc1ccc(-c2nc3c(Cl)cc(C(F)(F)F)cn3c2Cc2ccccc2C(F)(F)F)cc1OC
 : -1%	15%	25%	-3%	-0.4	5	-5%	3%	0%
> Cc1ccc(C(CC(N)=O)c2ccco2)cc1 (stereo unspecified)
 : 4%	-4%	5%	0%	-0.3	1	15%	3%	-2%
> Cc1ccccc1NCc1ccc([N+](=O)[O-])s1
 : -13%	1%	17%	12%	-1.3	-5	26%	6%	-4%
> O=C(NCc1ccccc1)N1CCC(Cc2ccccc2)CC1
 : 8%	-6%	-13%	5%	0.2	1	-5%	1%	-2%
> O=C(Cn1ccnc1)c1ccc(O)c(O)c1
 : 3%	6%	-2%	0%	3.5	-2	19%	-4%	-9%

Among those listed so far, two contain an NH in an aromatic ring:
Each structure is followed by: EPAC1 antag	EPAC1 ag	FUS suppressor	aSyn yeast inh	IL-2 act	PI5P4Ka inh	Abeta yeast res	WRN helicase inh	PLK1 PBD block
> Cc1ccc2c(Cl)c(Cc3ccccc3)c(=S)[nH]c2n1
 : -5%	-3%	5%	-2%	-2.2	-7	-6%	-15%	?
> CC(C)c1cc(C(=O)N2CCCC(Nc3ccc(F)cc3)C2)n[nH]1 (stereo unspecified)
 : -10%	0%	.	-2%	-3.6	-6	-9%	-24%	-14%

Following part.
Each structure is followed by: EPAC1 antag	EPAC1 ag	FUS suppressor	aSyn yeast inh	IL-2 act	PI5P4Ka inh	Abeta yeast res	WRN helicase inh	PLK1 PBD block
> O=C(NCC(Cl)c1ccc2ccccc2c1)c1c(F)cccc1F (stereo unspecified)
 : -10%	6%	-16%	-2%	-1.6	6	-3%	-1%	-4%
> O=C(Cc1cccs1)N/N=C/C=C\c1ccco1
 : -2%	8%	19%	0%	1.9	-29	2%	?	-16%
> C/C(=N\Nc1ncnc2sc(C)c(C)c12)c1ccccn1
 : -29%	-4%	10%	-52%[inhibitor]	122*	0	-91%[inhibitor]	-23%	-17%
> CCn1c(CNC(=O)Cc2ccc(OC)cc2)n[nH]c1=S
 : 2%	3%	-2%	0%	-2.1	-1	-6%	-2%[57.1 µM]	10%
> O=C1COc2ccc(C(=O)CSc3nnc(-c4cccs4)n3Cc3ccccc3)cc2N1
 : 2%	5%	8%	?	2.2	-1	31%	-4%	-10%
> CN(CCNC(=O)c1cn(C)c2ccc(S(=O)(=O)N(C)C)cc2c1=O)CCc1ccccc1
 : -9%	0%	-15%	-1%	-2.3	10	-17%	-1%	-16%
> CCCCC(=O)NCc1ccccc1Cl
 : -9%	-1%	-1%	-1%	-1.5	-4	-25%	1%	-14%
> NC(=O)C1CCN(C(=O)CCC(=O)N2CCOc3ccc(Cl)cc32)CC1
 : 10%	1%	-25%	3%	-1.7	-1	12%	3%	4%
> CN(C)c1ccc(C2C3CCCc4ccccc4C3=NN2C)cc1 (stereo unspecified)
 : 3%	11%	12%	-7%	0.0	16	26%	1%	-1%
> Cc1ccc(S(=O)(=O)NCC(NCc2ccc(F)cc2)c2ccccc2)cc1 (stereo unspecified)
 : -13%	7%	2%	4%	-3.9	19	13%	-9%	-2%
> O=CNc1c(Br)cc2c(c1Br)Cc1cc(Br)ccc1-2
 : 5%	-4%	-14%	-1%	4.1	5	1%	-7%	3%
> Cc1ccc(OCC(=O)N/N=C\c2c(C)[nH]n(-c3ccccc3)c2=O)c([N+](=O)[O-])c1
 : 3%	2%	?	20µM*	-1.9	-13	?	-10%	-8%
> COC(=O)c1ccc(NS(=O)(=O)c2c(C)[nH]c(C)c2C(=O)N2CCCC2)cc1
 : 6%	3%	-21%	-2%	-4.9	3	7%	0%	-10%
> COc1ccc(NC(=O)CSc2nc3ccccc3c(=O)n2-c2ccc3c(c2)OCO3)c(OC)c1
 : -16%	0%	.	0%	0.2	15	-6%	-6%	-6%
> COc1ccccc1NC(=S)NCCSc1ccc(C)cc1
 : -16%	10%	.	-23%	-4.6	-1	-8%	-6%	-9%
> COc1ccc(C2=CC(=O)C[C@H](c3ccc(F)cc3)C2)cc1F
 : -8%	-6%	?	8%	-1.9	-11	3%	-1%	-10%
> CC(C)N1CCCC(C)(C(=O)Nc2nccc3ccccc23)C1 (stereo unspecified)
 : 5%	-7%	-24%	4%	-0.7	-3	2%	12%[57.1 µM]	-17%
> CC(Oc1ccc(C(C)(C)C)cc1)c1ccnc2nc(/N=C/N(C)C)nn12 (stereo unspecified)
 : -4%	-10%	43%	-10%	-2.0	.	-12%	8%	-1%
> Cc1c(NC(=O)c2cc(C3CC3)on2)c(=O)n(-c2ccccc2)n1C
 : 0%	-5%	-11%	-3%	-3.7	?	-4%	-10%	-5%
> CC(NC(=O)C1CCCN(C(=O)c2ccc(Cl)cc2)C1)c1cccc(C(F)(F)F)c1 (stereo unspecified)
 : -23%	4%	23%	?	0.3	13	?	-3%	-11%
> NC(=O)C1=CN(Cc2ccc(Cl)cc2)CCC1C(F)(F)F (stereo unspecified)
 : -10%	-4%	7%	-6%	-2.8	7	17%	-2%	-2%
> COc1ccc(/C=N/NC(=O)C2C(=O)NCC2c2ccccc2)c(OC)c1 (stereo unspecified)
 : -9%	1%	11%	-3%	-0.5	2	-22%	2%	1%
> CCOC(=O)C1CCN(C(=O)c2cc3c(=O)n4cccc(C)c4nc3s2)CC1
 : 2%	3%	-8%	-1%	-0.4	8	-14%	10%	-3%
> O=C(Nn1c(C2CCCCC2)nc2ccccc2c1=O)c1ccc([N+](=O)[O-])cc1
 : ?	-6%	6%	-6%	6.8	9	-1%	-9%	-15%
> Fc1ccc(-c2nnc(CSc3nnc4ccccn34)o2)cc1
 : 13%	-11%	.	4%	-0.5	1	-22%	-5%	-2%
> CN(C)CCNc1oc(COc2ccc(-c3ccccc3)cc2)nc1C#N
 : 1%	3%	5%	1%	-3.2	.	4%	-8%	-4%
> CCS(=O)(=O)N1Cc2ccccc2CC1C(=O)Nc1cccc(S(=O)(=O)N(C)C)c1 (stereo unspecified)
 : -29%	4%	?	-8%	-3.5	-2	13%	-2%	1%
> CC1(C(=O)Nc2ccc(Cl)cc2)Cc2c(-c3ccc(C(N)=O)cc3)ccnc2O1 (stereo unspecified)
 : -2%	5%	14%	1%	1.3	-2	1%	2%	4%

Screening data from PubChem BioAssay.
